# High-throughput results deposited in PubChem BioAssay by School of Medicine, Boston University.
# PL biosyn Enam = phospholipid synthesis inhibitors, CHO cells, primary screen, ZR-82 cells, Enamine library, screen 3; ZR-82 CHO cells, pyrene fatty acid UV survival, CellTiter Blue; peroxisome-deficient CHO-K1 mutant line; plus DGAT-1, DGAT-2 and ACAT inhibitors; calls only at 10 µM; actives 0.4% (n = 20,000); AID 1347385, 2020;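 active = cell survival signal 2 SD away from solvent-only control wells, confirmed on one or two retests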;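 also: 3 h compound exposure then viability read about one day after UV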
# Calls only; i = inactive. This is a subset (hit frequency here may not be typical).
smiles	PL biosyn Enam
FC(F)(F)Oc1ccc(-c2nnc(C34CC5CC(CC(C5)C3)C4)o2)cc1	i
O=S(=O)(Nc1nc2ccccc2s1)c1ccccc1	i
CCOC(=O)c1c(C)[nH]c(C(=O)C(C)N2C(=O)CC3(CCCC3)C2=O)c1C (stereo not given)	i
O=S(=O)(c1ccc(Cl)c2ccccc12)N1CCCC1	i
COc1ccc2c(Cl)c(-c3nnco3)sc2c1	i
O=[N+]([O-])c1cc(S(=O)(=O)N2CCCC2)ccc1Cl	i
O=c1c2cc(Cl)cc(Cl)c2nc2n1CCC2	i
c1ccc(CN2CN(CC3CCCO3)Cn3c2nc2ccccc23)cc1 (stereo not given)	i
O=c1c(Cl)c(N2CCN(c3ncccn3)CC2)cnn1-c1nc2ccccc2[nH]1	i
Cn1cccc1C1CCCN1Cc1cc(=O)n2cc(Br)ccc2n1 (stereo not given)	i
O=S(=O)(c1cccs1)N1CCN(Cc2nnc(-c3cc4c(s3)CCCC4)o2)CC1	i
O=C(CSc1nnc2c(Cl)cc(Cl)cn12)N(CC1CCCO1)C1CCS(=O)(=O)C1 (stereo not given)	i
c1ccc2c(c1)oc1c(Nc3ccc4c(c3)OCCO4)ncnc12	i
CN1/C(=C2\C=NN(c3ccccc3)P2(=Nc2ccc([N+](=O)[O-])cc2)N2CCCCC2)C(C)(C)c2ccccc21 (stereo not given)	i
OCC1OC(Oc2ccc(Cl)cc2Cl)C(O)C(O)C1O (stereo not given)	i
S=c1[nH]nc(N2CCCC2)n1-c1cccc(Cl)c1	i
Cc1ccc(C2=CC(C)(c3ccc(C)cc3)Nc3c2c(C)nn3-c2ccc(C)cc2)cc1 (stereo not given)	i
Cc1ccc(C(=O)CSc2nnnn2C)s1	i
Ic1ccc(Cc2nc3ccccc3n2Cc2ccc(I)o2)o1	i
Cc1ccc(P(=Nc2ccccc2Br)(N2CCCC2)N2CCCC2)o1	i
c1ccc2oc(CN3CCC(c4nc5ccccc5s4)CC3)nc2c1	i
O=C(Nc1nc2c(s1)CCCC2)C1CCC(C(=O)Nc2nc3c(s2)CCCC3)CC1 (stereo not given)	i
Cc1cc(-c2csc(NC3CC3)n2)c(C)n1C1CCS(=O)(=O)C1 (stereo not given)	i
NC(=O)NCCCC(=O)O	i
Brc1ccc(-c2nc3n(c2-c2ccccc2)Cc2ccccc2-3)cc1	i
c1ccc2sc(Sc3ncnc4c3oc3ccccc34)nc2c1	i
O=C1SCCC1NS(=O)(=O)c1ccc(Cl)cc1 (stereo not given)	i
S=C(NCc1cccs1)N1CCn2c1nc1ccccc12	i
Cn1c(=O)[nH]c(=O)c2c1nc(N1CCCCC1)n2CC(O)CO (stereo not given)	i
O=C(CN1C(=O)c2ccccc2S1(=O)=O)N(C1=CCCCC1)C1CC1	i
FC(F)n1c(=S)n(C(F)F)c2ccccc21	i
Cn1c2ccccc2c2nc3cc(Cl)ccc3nc21	i
Cc1sc(-n2cccc2)c(C(=O)Nc2nccs2)c1C	i
Cc1csc2nc(CSc3nc4ccc(Br)cc4c(=O)n3CC(C)O)cc(=O)n12 (stereo not given)	i
Cc1ccc(C)c(/C=C/c2ccc3cc(C)ccc3n2)c1	i
Cc1cc(C)nc(N/N=C/c2ccc(C(C)(C)C)cc2)n1	i
C=CCn1c(C)nnc1SC(C)C(=O)NC(=O)NCC (stereo not given)	i
Cc1sc2ncnc(Oc3ccc4c5c3CCCN5CCC4)c2c1C	i
COc1ccc(/C=N/NC2=Nc3cccc4cccc2c34)cc1	i
O=C(Nc1ccccc1)NC(NC(=S)Nc1cccc2ccccc12)C(Cl)(Cl)Cl (stereo not given)	i
O=C(COC(=O)/C=C/c1ccc(Br)o1)NC1CCS(=O)(=O)C1 (stereo not given)	i
COc1cc(/C=C2/C(=O)Nc3ccc(Cl)cc32)cc(Cl)c1OC	i
COP1(=S)C2=C(N3CCOCC3)CC(C)(C)CC2=Nc2c1c(C)nn2-c1ccccc1 (stereo not given)	i
CC[N+]1(CC(O)COC2CC(C)CC(C)(C)C2)CCOCC1 (stereo not given)	i
COc1cc(/C=C2/C(=O)Nc3ccc(Cl)cc32)cc(Cl)c1OC(F)F	i
COCCNC(=S)N/N=C/c1ccc(C)o1	i
Cc1ccc2nc(COC(=O)c3cc4c(s3)CCC4)cc(=O)n2c1	i
O=C(CCNC(=O)c1ccco1)Nc1nc(-c2ccco2)c(-c2ccco2)s1	i
Cc1sc2ncnc(SCC(=O)c3c(N)n(CC(C)C)c(=O)n(C)c3=O)c2c1C	i
CCc1ccc(/C=N/n2c(-c3ccc(F)cc3)csc2=NC)cc1	i

# Following part.
smiles	PL biosyn Enam
CSc1ccc(/C=C/C(=O)c2ccc3c(c2)NC(=O)CO3)cc1	i
NC1=NC(c2cc(Br)ccc2F)n2c(nc3ccccc32)N1 (stereo not given)	i
CC(=O)Nc1sc2c(c1C(N)=O)CCCCC2	i
O=C(O)C1CCCN1S(=O)(=O)c1cccs1 (stereo not given)	i
CC(C)CNc1nc(C(=O)O)cs1	i
CC1CN(Cc2nc3sc4c(c3c(=O)[nH]2)CCC4)CC(C)O1 (stereo not given)	i
O=C(O)CCC(C(=O)O)N1C(=O)CSC1=S (stereo not given)	i
O=P(c1ccccc1)(c1ccccc1)C(NS(=O)(=O)c1ccccc1)c1ccccc1 (stereo not given)	i
COC(=O)Cn1ncc(N2C3CC(CC(C)(C)C3)C2C)c(Cl)c1=O (stereo not given)	i
Cc1ccc(C=Nc2sc3c(c2C(N)=O)CCC3)s1	i
CCCCn1c(=O)[nH]c(=O)c2c1nc(COC(=O)c1c(C)noc1C)n2CCC	i
O=P1(Nc2ccc(I)cc2)C=C(c2ccccc2)OC(c2ccccc2)=C1	i
CC1CCCC(C)N1C(=N)N (stereo not given)	i
O=C(OCC(=O)N1N=C2/C(=C/c3cccs3)CCCC2C1c1cccs1)C1CC2CCCC(C1)C2=O (stereo not given)	i
Clc1ccc2nc(C34CC5CC(CC(C5)C3)C4)cn2c1	i
COc1ccc(-c2nnc(SCc3cc4c(cc3Br)OCO4)o2)cc1OC	i
Oc1ccc(N2CCN(c3cnccn3)CC2)cc1	i
CO/N=C(\CCC(=O)O)c1cccs1	i
Cc1cccc2nc(CSc3nnc(-c4cccs4)n3C3CC3)cc(=O)n12	i
CN(CC(=O)Nc1sc2c(c1C(N)=O)CCCC2)S(=O)(=O)c1ccc(Cl)s1	i
CC1CN(C(=O)CN2C(=O)NC3(CCCCCCC3)C2=O)CC(C)O1 (stereo not given)	i
O=C1Nc2ccccc2/C1=c1\sc2n(c1=O)CN(c1ccccc1)CN=2	i
ClC1(Cl)CC1Cn1cnc2ccccc21 (stereo not given)	i
CCN(CC)C(=S)N=P(c1ccccc1)(N1CCOCC1)N1CCOCC1	i
Clc1ccc2nc(CSc3ncnc4sc5c(c34)CCC5)cn2c1	i

# (continued)
SMILES	PL biosyn Enam
NC1=NC2(CCc3ccccc3C2)n2c(nc3cc4c(cc32)OCCCO4)N1 (stereo not given)	i
CCc1cccc(C)c1NP1(=O)C=C(c2ccccc2)SC(c2ccccc2)=C1	i
CCN(CC(=O)NC1CCS(=O)(=O)C1)S(=O)(=O)c1cccs1 (stereo not given)	i
Cn1cnn(CN(CCc2ccccc2)Cc2ccccc2)c1=S	i
CC(=O)NN=C(C1CC1)C1CC1	i
CC(=O)c1c(C)[nH]c(C(=O)OCC(=O)c2c(N)n(CC(C)C)c(=O)n(C)c2=O)c1C	i
O=S(=O)(NC1CCCCCCCCCCC1)c1ccc2ccccc2c1	i
O=[N+]([O-])c1cc(S(=O)(=O)Nc2ccc(Br)cc2)ccc1Cl	i
C=CCn1c(SCC(N)=O)nc2sc3c(c2c1=O)CCCC3	i
CSc1ncc(Cl)c(C(=O)O)n1	i
COCCNC(=S)N/N=C(\C)c1ccc(Cl)s1	i
O=C(c1n[nH]c(=O)c2ccccc12)N1CCC(n2c(=O)[nH]c3ccccc32)CC1	i
Cn1cccc1C(=S)N=P(C1CCCCC1)(N1CCOCC1)N1CCOCC1	i
Brc1cc2c(cc1Cn1nnc(-c3ccccc3)n1)OCCO2	i
O=C(Nc1ccc(-n2cnnn2)cc1)C1CC1	i
O=C1CCC2(C(=O)OCn3nnc4ccccc4c3=O)Sc3ccccc3N12 (stereo not given)	i
O=S(=O)(c1ccc2c(c1)OCCO2)N1CCc2ccccc2C1	i
CN(C)C(CNc1ncnc2sccc12)c1cccs1 (stereo not given)	i
CN(C)c1ccc(N=Cc2cc([N+](=O)[O-])ccc2OC(F)F)cc1	i
Fc1ccc(-c2csc3ncnc(Sc4nnc(C5CC5)o4)c23)cc1	i
CC(C)=N/N=c1\sc2ccccc2n1C	i
Clc1cc(N=Cc2cccnc2)ccc1N=Cc1cccnc1	i
Nc1n[nH]c(-c2ccc(F)cc2)n1	i
Cc1nnc(Sc2nc(CN3CCOCC3)nc3sc(C)c(C)c23)s1	i

# As a working copy, four of the compounds above:
SMILES	PL biosyn Enam
CC(C)=N/N=c1\sc2ccccc2n1C	i
Clc1cc(N=Cc2cccnc2)ccc1N=Cc1cccnc1	i
Nc1n[nH]c(-c2ccc(F)cc2)n1	i
Cc1nnc(Sc2nc(CN3CCOCC3)nc3sc(C)c(C)c23)s1	i

# More compounds:
SMILES	PL biosyn Enam
Brc1ccc2c(c1)OCCOCCOCCOCCOCCO2	i
Cc1[nH]n(-c2ccccc2)c(=O)c1N=Nc1c(C)n(C)n(-c2ccccc2)c1=O	i
COC(=O)c1sc(N)c(C(=O)OC)c1COC(=O)CCNS(=O)(=O)c1cccs1	i
O=C1NC2(CCCC2)C(=O)N1CCC(=O)N1CCSc2ccccc21	i
Cn1c(N)c(C(=O)COC(=O)CN2C(=O)C3CCCCC3C2=O)c(=O)n(C)c1=O (stereo not given)	i
O=c1[nH]c(CSc2cccc[n+]2[O-])nc2sc3c(c12)CCC3	i
Cc1cc(Cn2cnc3scc(-c4ccc(C)s4)c3c2=O)no1	i
CC(=O)c1c(C)[nH]c(C(=O)Nc2nc(-c3ccco3)c(-c3ccco3)s2)c1C	i
CCCCn1cnc2c1c(=O)[nH]c(=O)n2CCCC	i
CC1(C)CC2CC(C)(CN2C(=O)c2cc3c(s2)CCC3)C1 (stereo not given)	i
Nc1ccc(S(=O)(=O)C(F)(F)C(F)(F)C(F)(F)F)cc1[N+](=O)[O-]	i
CCCN(CC1CC1)C(=O)CSc1n[nH]c(=O)n1CC	i
Cc1cc(Cn2cnc3sccc3c2=O)no1	i
Cc1ccc(-c2nnc(-n3nnc4cc(C)c(C)cc43)c3ccccc23)cc1C	i
Cc1cc2nc(NCc3ccccn3)c3ccccc3n2n1	i
c1coc(CNc2nc(Nc3cccc4ccccc34)nc3ccccc23)c1	i
CCCCn1c(N)c(NCCC(C)C)c(=O)[nH]c1=O	i
O=S(=O)(c1cccs1)N1CCN(S(=O)(=O)c2ccc(F)c(F)c2F)CC1	i
O=c1c(C=Nc2ccccn2)c(C(F)(F)F)[nH]n1-c1ccccc1	i
C=CCOc1ccc(/C=C2\N=C(c3ccc(F)cc3)OC2=O)cc1	i
O=C1OCCC1Sc1nc(=S)c2ccccc2[nH]1 (stereo not given)	i
FC(F)(F)c1nc(Nc2ccc3[nH]ncc3c2)c2ccccc2n1	i
COCCN=c1scc(-c2cc(OC)c(OC)c(OC)c2)n1/N=C1\CCc2ccccc21	i
CCCCNC(=O)NC12CC3CC(CC(C3)C1)C2	i

# 7 compounds drawn at random from the list so far:
SMILES	PL biosyn Enam
CCCCn1c(N)c(NCCC(C)C)c(=O)[nH]c1=O	i
CCCCNC(=O)NC12CC3CC(CC(C3)C1)C2	i
O=S(=O)(c1cccs1)N1CCN(S(=O)(=O)c2ccc(F)c(F)c2F)CC1	i
Cc1cc(Cn2cnc3sccc3c2=O)no1	i
C=CCOc1ccc(/C=C2\N=C(c3ccc(F)cc3)OC2=O)cc1	i
c1coc(CNc2nc(Nc3cccc4ccccc34)nc3ccccc23)c1	i
O=C1OCCC1Sc1nc(=S)c2ccccc2[nH]1 (stereo not given)	i

# Next part
SMILES	PL biosyn Enam
NCCSCc1ccsc1	i
Cc1cc2ccccn2c1C(=S)N=P(N1CCCCCC1)(N1CCCCCC1)C(C)(C)C	i
O=S(=O)(c1ccc(F)cc1F)N1CCNCC1	i
CC(C)(C)C1CCC(=NNC(=O)Cc2cn3ccsc3n2)CC1 (stereo not given)	i
O=S(=O)(c1ccc2c(c1)OCCO2)N1CCN(C(=S)NC2CC3CCC2C3)CC1 (stereo not given)	i
CN(Cc1ccc2c(c1)OCO2)S(=O)(=O)c1cc(C(F)(F)F)cc(C(F)(F)F)c1	i
C=CCNS(=O)(=O)c1ccc(OC)cc1	i
CN(NC(=S)Nc1ccc(OC(F)F)cc1)C(=S)Nc1ccc(OC(F)F)cc1	i
CCOC(=O)c1c(C)[nH]c(C(=O)C(C)OC(=O)CN2C(=O)C3CC=CCC3C2=O)c1C (stereo not given)	i
NC1=NC2(CCCC2)N=C(Nc2ccccc2)N1	i
O=P1(Nc2ccc(Br)cc2)C=C(c2ccccc2)OC(c2ccccc2)=C1	i
O=C(C=C1NCCN1)c1ccccc1	i
CN(C)c1ccc(S(N)(=O)=O)cn1	i
COc1ccc(/C=N/n2cn[nH]c2=S)cc1OC	i
Cc1sc2nc3n(c(=O)c2c1C)CC/C3=C/c1ccsc1	i
COc1cc(OC)c(S(=O)(=O)N2CCc3ccccc3C2)cc1S(=O)(=O)N1CCc2ccccc2C1	i
Brc1cccc(-c2noc(CSc3nnnn3C3CC3)n2)c1	i
c1coc(C2=Nc3ccccc3SC(c3cccs3)C2)c1 (stereo not given)	i
Clc1ccc(Cl)c(-c2ccc(-c3nn4c(-c5ccco5)nnc4s3)o2)c1	i

# A draw from above in order of molar mass, descending.
SMILES	PL biosyn Enam
Clc1ccc(Cl)c(-c2ccc(-c3nn4c(-c5ccco5)nnc4s3)o2)c1	i
Cc1sc2nc3n(c(=O)c2c1C)CC/C3=C/c1ccsc1	i
c1coc(C2=Nc3ccccc3SC(c3cccs3)C2)c1 (stereo not given)	i
COc1ccc(/C=N/n2cn[nH]c2=S)cc1OC	i
